# NOD2 inhibition: NOD2 signaling inhibitors, cell-based, luminescence, uHTS, HEK293 (AID 1566); HEK293 NOD2/NF-kB luciferase reporter, luminescence; higher % means a stronger effect; one-dose inhibition, % at 4 µM; EC50 in µM for titrated hits; actives 0.63% (n = 290,000); in the data active = inhibition above about 50%; note: many of its hits are not listed in these tables
# Yfh1-off respiration: mitochondrial function rescue without frataxin homolog – Friedreich's ataxia, plus single-dose screen, dose response (AID 1465); S. cerevisiae Yfh1-off respiration, WST-1 reduction, 72 h; higher fold induction means a stronger effect; one-dose fold induction at 50 µM; EC50 in µM for titrated hits; actives 0.074% (n = 220,000);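 active = fold induction of absorbance versus untreated yeast above a set limit, then at least 30% activation at any dose in follow-up; inconclusive = repeats straddling the limit, or above it without dose testing; inactive = fold induction below the set limit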;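 note: activators that raise dye reduction in frataxin-depleted yeast; strong numbers were not always called active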
# P. falciparum M17LAP: P. falciparum M17LAP inhibitors, primary screen, biochemical, fluorogenic H-Leu-NHMec substrate, 1536-well (AID 1619). actives 0.38% (n = 220,000). recombinant M17LAP, H-Leu-NHMec fluorogenic kinetic assay; higher % means a stronger effect. one-dose inhibition, % at 30 µM; IC50 in µM for titrated hits;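 active = compound inhibiting the enzyme by more than half at any dose during confirmatory dose-response retesting; inconclusive = strong single-dose inhibitors picked by rank but not retested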;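 note: plate controls were full reaction with DMSO carrier for no effect and no enzyme background for full effect; strong numbers were not always called active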
# MT stabilizer: microtubule stabilizers in HeLa cells. actives 0.83% (n = 200,000). % tubulin-high responders, % at 10 µM. HeLa tubulin immunostaining HCS, 24 h; share of cells brighter than vehicle mean+2SD;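 active = plate Z-score above 3 for both tubulin-high and condensed-nucleus cell shares, with cell loss under 80%, at 10 µM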;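 note: anti alpha tubulin signal scored within the nucleus-defined area of each cell; some results filed as inactive read as strong as hits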
# NOD1 NF-kB reporter: inhibition of NOD1-driven NF-kB reporter – cell-based, luminescence, uHTS, primary screen (AID 1578); NOD1-driven NF-kB luciferase reporter cells, luminescence; higher % means a stronger effect; actives 1% (n = 290,000); one-dose inhibition, % at 4 µM; EC50 in µM for titrated hits; in the data active = inhibition mostly above about 36%, no sharp cut-off; inactive = mostly below about 34%;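 note: HEK-293T reporter cells stimulated with the NOD1 agonist gamma-tri-DAP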
# Autophagy mod: alters autophagy in cells; actives 0.98% (n = 190,000); calls only at 10 µM (by protocol); MEF GFP-LC3 puncta imaging; test concentration mostly 10 µM;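 active = percentage of spot-positive cells more than 3 SD above its plate mean, without a fluorescence outlier flag or 80% toxicity; inconclusive = no clear call, values can overlap the other calls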;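 note: spot-positive cell cutoff set from DMSO-treated cells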
# Insulin prom up: MIN6 insulin promoter up-regulation; actives 0.3% (n = 190,000); MIN6 insulin promoter-GFP reporter, high-content imaging; hits give high values; z-score at 5 µM;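 active = z-score above 3 at 5 µM with at least 500 cells counted in the well; inconclusive = wells under 500 cells, flagged as cytotoxic or low count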
# Dynein cargo inh: dynein cargo transport inhibition; 3617.4 mouse cells, GR-EGFP nuclear translocation imaging; test concentration mostly 20 µM; stimulated with dexamethasone, 1 µM; hits give low values; z-score, hits read low; actives 0.47% (n = 220,000); AID 1381;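 active = plate z-score of nuclear minus cytoplasmic receptor signal below a set negative limit, without overly bright fluorescence or cell loss, cut at about -3.5 in these data, passing the limit was not always enough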;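 note: z-score of nuclear minus cytoplasmic ring GR-EGFP intensity difference per well; some compounds called inactive have numbers as strong as hits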
#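 Buffer or medium: tetracycline-free induction medium containing charcoal-stripped FBS / Reagent: dexamethasone agonist, 1.0 µM final, for 30 min / Technique: automated 10x imaging of fixed Hoechst-stained cells / Times: induction 48 h, compound 1 h, agonist 30 min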
# bCat nuc transl: modulators of beta-catenin nuclear translocation; HeLa beta-catenin nuclear translocation, immunofluorescence imaging; nuclear translocation activity, % at 5 µM; actives 0.3% (n = 190,000);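 active = nuclear translocation activity above 50% at 5 µM, with a well cell count of 50 or more; inconclusive = wells under 50 cells across six images, flagged as toxic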;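 note: per-cell ratio of nuclear to cytoplasmic median beta-catenin stain intensity; plate controls were DMSO negative control for no effect and GSK-3 inhibitor IX positive control for full effect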
#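 Assay system: human HeLa cells, native beta-catenin; doses: 5 µM primary, 0.02–20 µM confirmation; incubation: compound treatment 24 h, 37°C, 5% CO2; technique: fluorescence imaging of beta-catenin antibody stain plus DAPI; measure: % activation, nuclear-to-cytoplasmic median beta-catenin signal ratio per cell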
# Dynein cargo inh cytoplasmic EGFP: further read-out of Dynein cargo inh, marked with its call; z-score; measured here: cytoplasmic GR-EGFP intensity; hits give high values
# Dynein cargo inh nuclear GR-EGFP: further read-out of Dynein cargo inh, marked with its call; z-score; measured here: nuclear GR-EGFP intensity;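 lower value marks the stronger effect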
# Dynein cargo inh cell count: recorded beside Dynein cargo inh, whose call it bears; z-score; measured here: cell count per field
# Insulin prom up cell count: further read-out of Insulin prom up, marked with its call; cell count; measured here: cytotoxicity, nuclei count;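 total cells summed across four imaged fields per well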
# bCat nuc transl cell count 5 µM: also measured in bCat nuc transl; calls as there; cell count; measured here: cell count, cytotoxicity flag
# MT stabilizer Hoechst-high %: second read-out of MT stabilizer, no call of its own (marks repeat the call); % Hoechst-high responders; measured here: nuclear condensation Hoechst responders;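 share of cells brighter than vehicle mean plus two SD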
# MT stabilizer cytotoxicity %: second read-out of MT stabilizer, no call of its own (marks repeat the call); toxicity, %; measured here: cytotoxicity by cell density;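 0% = mean cell density of plate MIN control wells and 100% = no cells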
# Autophagy mod cell loss 18 h: also measured in Autophagy mod; calls as there; toxicity, %; measured here: cell loss, nuclei count;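 cell loss after 18 h compound exposure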
# * marks the source's active call; other numbers are inactive results; i = inactive; ? = inconclusive; . = not tested or not shown. An excerpt; count on the stated rates, not on these rows.
structure,NOD2 inhibition,Yfh1-off respiration,P. falciparum M17LAP,MT stabilizer,MT stabilizer Hoechst-high %,MT stabilizer cytotoxicity %,NOD1 NF-kB reporter,Autophagy mod,Autophagy mod cell loss 18 h,Insulin prom up,Insulin prom up cell count,Dynein cargo inh,Dynein cargo inh cytoplasmic EGFP,Dynein cargo inh nuclear GR-EGFP,Dynein cargo inh cell count,bCat nuc transl,bCat nuc transl cell count 5 µM
CCOC(=O)c1ccc(N2C(=O)CC(Nc3ccc(CCO)cc3)C2=O)cc1 (stereo not given),-14%,i,-11%,4.0,1.7,2.4,4%,i,6,1,1451,0.4,-0.096,-0.39,-0.77,-2.0,1448
CCOC(=O)N1CCN(C(=O)CSc2nc3c(cnn3-c3ccc(C)cc3)c(=O)[nH]2)CC1,20%,i,3%,1.7,2.4,9.3,-3%,i,-2,-0.51,1402,-0.31,-0.25,0.14,0.018,-2.4,1147
O=C(Nc1ccc(N2C(=O)C3C4C=CC(C4)C3C2=O)cc1)Nc1cccnc1 (stereo not given),12%,i,9%,4.1,1.4,5.2,.,i,-9,0.74,1258,0.75,-0.2,0.81,-0.62,-1.3,1094
COc1ccc(CCNC(=O)C2CCC(CNS(=O)(=O)c3ccc(F)cc3)CC2)cc1OC (stereo not given),4%,i,-1%,3.2,3.5,5.8,-21%,i,-3,0.11,1308,-0.41,-0.34,0.092,0.64,-1.2,1045
O=C(O)CC(NC(=O)C1c2ccccc2Oc2ccccc21)c1ccc(Cl)cc1 (stereo not given),0%,i,39%,1.6,3.4,8.1,-20%,i,8,0.97,1473,-0.36,-0.15,-0.41,-0.31,-2.5,1083
Cn1cnnc1SCC(=O)c1cc2ccccc2oc1=O,9%,i,-9%,4.3,1.6,2.3,-14%,i,-1,-0.75,1645,1,0.73,1.7,-3.4,0.4,948
Cn1c(=O)c2c(nc(N3CCOCC3)n2CCNC2=NCCC2)n(C)c1=O,.,i,.,2.4,1.7,8.8,.,i,-26,.,.,0.97,-0.21,1.4,-0.57,.,.
C/C(=N\OC(=O)c1ccc(OC(C)C)cc1)c1ccc(C)c(C)c1,5%,i,-9%,2.1,1.2,3.3,-8%,i,-3,.,.,0.58,-0.28,0.43,-0.041,.,.
COc1cccc(-n2c(Cc3cc(=O)[nH]c(=O)[nH]3)nnc2SCC(=O)Nc2ccccc2)c1,-3%,i,19%,3.7,2.3,4.9,-15%,i,-2,-0.7,1018,0.25,-0.2,0.23,0.24,.,.
COc1ccccc1CNC(=O)CN(CCc1ccccc1)S(C)(=O)=O,4%,i,-4%,4.8,1.3,1.6,-24%,i,-34,.,.,0.98,-0.21,0.63,-0.74,-0.6,1061
Oc1ccc(N2CCN(C(c3cccs3)c3nnnn3CCc3ccccc3)CC2)cc1 (stereo not given),-95%,i,4%,2.7,1.8,7.9,-33%,i,15,-0.2,1687,0.38,-0.25,0.56,0.65,1.7,1094
COc1cc2c3c(c1)C(C)=CC(C)(C)N3C(=O)C2=O,11%,?,-1%,3.9,2.2,0.4,-18%,i,4,-0.16,1264,0.017,-0.24,0.49,-0.17,-0.1,996
CCOCCc1nnc(N)s1,14%,i,10%,2.0,1.1,9.0,11%,i,-10,-0.88,855,1.4,0.33,0.97,-1.1,-1.5,1208
CC(C)CC(=O)Nc1ccc(N2CCN(S(C)(=O)=O)CC2)cc1,14%,i,-3%,2.2,3.3,11,-21%,i,11,0.5,1213,0.24,-0.29,-0.21,-0.54,3.0,546
O=C1Nc2ccccc2C12OCCS2 (stereo not given),-4%,i,11%,.,.,.,13%,.,.,0.26,1081,.,.,.,.,2.3,1135
CN(C)c1ncccc1-c1nc2ccccc2s1,2%,i,-7%,3.0,3.4,6.0,-16%,i,-2,0.08,1329,0.0096,-0.29,0.017,-0.66,2.0,1090
CC(O)[C@H]1CNC(=O)C(=O)N1CC(C)(C)C (stereo not given in full),12%,i,13%,.,.,.,7%,.,.,0.97,814,0.21,-0.82,0.12,-0.16,-0.6,1382
Cc1ccccc1OCC(=O)NN1CCN(C)CC1,7%,i,-1%,4.3,2.6,9.1,-7%,i,-1,-0.15,1544,0.37,-0.25,0.1,0.77,-1.1,1105
O=C(c1ccc(OCC2CCCO2)cc1)N1CCc2ccccc2C1 (stereo not given),-18%,i,-11%,3.3,2.7,5.5,-39%,i,16,-0.33,1310,-1.1,-0.18,-0.62,0.79,-6.3,1156
CCOc1cc(/C=N/NC(N)=O)ccc1OCC(=O)Nc1ccc(C)c(C)c1,8%,i,1%,3.2,2.1,5.2,-4%,i,-10,0.04,1413,0.48,0.18,0.44,-0.36,-1.1,1083
CN(C)CC#CCC(O)(c1ccccc1)c1ccccc1,14%,.,.,.,.,.,-8%,.,.,-1.1,1112,-0.18,-0.1,0.47,0.26,-0.3,1346
CCN(CC)S(=O)(=O)c1cccc(C(=O)N/N=C/c2ccc(N3CCOCC3)cc2)c1,2%,i,0%,3.2,2.4,5.1,-29%,i,-2,.,.,-0.94,-0.26,-0.83,0.36,-1.4,1037
O=C(NCc1ccc2c(c1)OCO2)c1ccc(NC(=O)C2CCCO2)cc1 (stereo not given),-12%,i,-11%,1.7,0.6,5.0,-27%,i,-2,0.7,1328,0.77,-0.22,0.67,0.19,.,.
CC(C)COC(=O)NCCOC(=O)Nc1cccc(Cl)c1,7%,i,1%,4.9,2.5,7.8,-7%,i,-6,-0.16,1128,-0.72,-0.2,-0.14,0.55,0.0,1124
CCCCNC(=O)NNC(=O)c1cc(C)on1,11%,i,6%,.,.,.,-8%,.,.,0.05,1201,-0.032,-0.25,0.48,0.03,0.0,1337
C#CCOCCOCCOCCNc1nc(N2CCN(C(=O)[C@H](CCC(=O)O)n3cc(C(N)CO)nn3)CC2)nc(N2CCN(C(=O)[C@H](Cc3ccc(O)cc3)n3cc(C(N)CC(C)C)nn3)CC2)n1 (stereo not given in full),10%,.,1%,1.5,1.4,7.4,-1%,i,12,0.53,1207,-0.42,-0.32,0.1,-0.087,-1.7,1123
CN(C)CCCNC(=O)c1ccc(Oc2ccccc2)cc1,23%,i,7%,3.4,1.6,0.3,-4%,i,6,-0.25,1245,2.9,-0.11,1.4,-0.75,1.5,1111
CC(C)(C)NC(=O)C(=O)NNC(=O)COc1ccccc1,-12%,i,-3%,2.3,2.4,8.0,-16%,i,1,0,1475,-0.72,-0.3,-0.63,0.66,-2.9,1165
CN(C)S(=O)(=O)c1cccc(NC(=S)Nc2cc(Cl)cc(Cl)c2)c1,-5%,i,-14%,1.4,0.8,3.7,-4%,i,-20,0.04,895,0.41,0.066,0.63,0.083,.,.
CN(CC(=O)O)S(=O)(=O)c1ccc2c(c1)n(C)c(=O)c(=O)n2C,-2%,i,2%,4.7,2.6,8.1,-26%,i,-8,1.5,1063,-1,-0.29,-0.17,0.53,2.7,1081
Cc1ccc(S(=O)(=O)NC(=O)NCc2ccc(F)cc2)cc1,-10%,i,2%,1.2,2.1,3.2,17%,i,-5,0.37,1300,0.2,-0.25,0.1,-0.86,0.5,1539
COc1ccccc1-n1c(=O)c2c3c(sc2n2c(SC(C)C)nnc12)CCC3,16%,i,10%,3.9,2.5,6.0,19%,i,15,-0.24,1811,-0.37,-0.16,0.22,0.17,0.1,1000
CCOc1ccc(Nc2cc(C)nc(N3CCOCC3)n2)cc1,8%,i,3%,4.6,2.6,6.7,-6%,i,-4,-0.98,1441,-0.45,-0.21,-0.026,0.12,-5.0,972
O=C1CC(c2ccccc2)n2nc(NS(=O)(=O)c3ccccc3)nc2N1 (stereo not given),7%,i,-9%,2.7,3.2,7.4,-8%,i,6,.,.,1.7,0.078,1.4,-1,2.8,1007
CCC(O)CNc1nc(-n2nc(C)cc2C)nc2sc3c(c12)CC(C)(C)OC3 (stereo not given),-2%,.,-4%,2.6,2.6,5.6,-1%,i,3,-0.92,1452,-0.69,-0.22,-0.15,0.54,-3.0,1410
O=C1CC(c2ccccc2)CCc2sccc2N1 (stereo not given),12%,i,6%,1.9,0.6,22,-8%,i,11,-0.21,937,0.15,-0.16,0.056,-0.28,.,.
O=c1c2ccccc2nc2n1C(CSCc1ccccc1)CS2 (stereo not given),14%,i,11%,3.3,1.8,4.3,13%,i,-15,-0.79,1406,0.88,-0.22,0.69,0.28,0.4,1057
CCCCc1nc2n[nH]c(N)c2c2c1CSC(C)(C)C2,21%,i,-9%,1.4,1.8,3.4,-9%,i,-1,-0.25,773,-0.76,0.085,-0.26,0.86,-5.5,1183
COC(=O)c1[nH]c2ccccc2c1NC(=O)CCN1CCN(C2CCCCC2)CC1,-10%,i,5%,2.7,1.2,6.5,-4%,i,-11,0.15,1027,-0.41,-0.2,-0.045,0.65,-2.5,1107
CC(=O)N1CCN(C(=S)c2ccc(Cl)cc2)CC1,21%,i,1%,2.3,4.2,7.4,1%,i,-4,1,1419,0.98,-0.26,0.85,-0.33,-2.5,1066
